# Screening results from PubChem.
# miR122 inh: inhibitors of miR-122 in Huh7 cells. Huh7 miR-122 Renilla luciferase sensor, 48 h; neutral wells = 0, positive control = 100. activation (reporter increase), % at 12.5 µM. actives 0.3% (n = 340,000). AID 602342;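 active = mean replicate activation score at least 90 and every replicate individually at or above 90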;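 note: higher luciferase means less miR-122 activity so hits act as miR-122 inhibitors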
# ARNT TACC3 PPI: ARNT/TACC3 interaction disruption | actives 0.66% (n = 390,000) | inhibition, % at 9.99 µM | AlphaScreen His-ARNT PAS-B/GST-TACC3 binding, luminescence; TACC3 fragment carries E629A point mutation;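 active = mean inhibition of replicates at least 50% and at least half of replicates each reaching 50%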;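 note: 0% = complete ARNT plus TACC3 wells and 100% = ARNT alone without TACC3; many hits fall short of the cut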
# SIRT5 block: inhibitors of human sirtuin-5 desuccinylase. Q9NXA8. Purified SirT5, succinyl-peptide AMC, trypsin-coupled fluorescence. inhibition, % at 15 µM. actives 1.1% (n = 330,000). AID 652115; in the data active = inhibition above about 15%
# Target sequence (Q9NXA8 whole entry, looked up): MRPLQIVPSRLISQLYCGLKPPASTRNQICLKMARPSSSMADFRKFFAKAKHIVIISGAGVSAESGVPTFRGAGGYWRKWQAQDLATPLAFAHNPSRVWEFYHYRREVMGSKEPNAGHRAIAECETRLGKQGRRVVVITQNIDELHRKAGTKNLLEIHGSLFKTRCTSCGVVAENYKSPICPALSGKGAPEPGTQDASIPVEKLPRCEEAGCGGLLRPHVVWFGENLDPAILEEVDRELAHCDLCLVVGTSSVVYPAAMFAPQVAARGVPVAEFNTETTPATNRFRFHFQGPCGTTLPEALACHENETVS
# esBAF inh: blocks esBAF chromatin remodeling in mouse ES cells; actives 2% (n = 350,000); Bmi1-luciferase knock-in reporter, 24 h; 100% = twice the neutral-well signal; reporter increase, % at 12.5 µM; in the data active = activation above about 40%;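 note: 0% = median of the plate's neutral control wells and 100% = double that signal; a rise in the Bmi1 reporter signal indicates esBAF inhibition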
# ERp5 inh: ERp5 (human) disulfide isomerase inhibition | actives 0.05% (n = 350,000) | Q15084 | inhibition, % at 9.99 µM | ERp5 insulin aggregation, absorbance 650 nm, 90 min;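 active = mean replicate inhibition above about 25%, with every replicate also reaching it, limit read from the data, passing the limit was not always enough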
# Target sequence (Q15084 whole entry, looked up): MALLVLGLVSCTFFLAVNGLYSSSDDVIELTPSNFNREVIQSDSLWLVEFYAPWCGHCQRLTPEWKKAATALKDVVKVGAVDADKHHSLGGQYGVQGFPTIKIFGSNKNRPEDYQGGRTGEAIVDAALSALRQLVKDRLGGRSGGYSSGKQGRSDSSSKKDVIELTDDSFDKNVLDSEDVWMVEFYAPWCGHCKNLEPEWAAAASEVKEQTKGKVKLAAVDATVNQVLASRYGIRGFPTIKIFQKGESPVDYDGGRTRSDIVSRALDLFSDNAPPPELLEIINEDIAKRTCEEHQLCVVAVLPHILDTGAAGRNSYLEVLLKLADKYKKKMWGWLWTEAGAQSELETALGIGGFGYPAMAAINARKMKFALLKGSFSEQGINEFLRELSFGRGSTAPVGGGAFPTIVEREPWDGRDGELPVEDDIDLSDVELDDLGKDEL
# Cneo AK release: Cryptococcus neoformans lysis via adenylate kinase release; C. neoformans lysis, adenylate kinase release luminescence, 4 h; normalised: neutral wells 0, clomiphene wells 100; lysis activity, % at 15 µM; actives 0.2% (n = 360,000); AID 651654;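 active = mean lysis activity across replicates of at least 80%, whatever share of replicates individually reach that level; inactive = mean lysis activity below 80%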
#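 Schedule: static 4 h at 37 °C with compound, 1 h detection; system: C. neoformans cells; benchmarks: Clomiphene as positive control; buffer or medium: fresh YPD medium; measure: luminescence rise reflecting yeast cell lysis; measured by: luminescent adenylate kinase detection reagent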
# C2C12 statin: suppressors of simvastatin-induced myotoxicity in C2C12 myotubes; ATP luminescence, 48 h; scaled: DMSO 0, geranylgeraniol control 100; rescue of ATP level, % at 7.49 µM; actives 0.78% (n = 330,000);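 active = mean ATP rescue above about 67%, or every replicate alone reaching that limit, limit read from the data, passing the limit was not always enough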;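 note: myotubes were challenged with 10 µM simvastatin during compound exposure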
# The depositor's hits bear a star; . = no result given; & = joins results of further samples; [ ] = remark or other dose. Not a hit list; overall some 4% were active at least once.
mol	miR122 inh	ARNT TACC3 PPI	SIRT5 block	esBAF inh	ERp5 inh	Cneo AK release	C2C12 statin
COc1cccc(-c2ccc([C@H]3[C@H]4CN(CC5CCOCC5)CCCCN4[C@H]3CO)cc2)c1	7[16.7 µM]	17	-1	.	-1	-1	.
CCCCN1C(=O)C2C(C(=O)Nc3cccc(OC)c3)C3C=CC2(O3)C1C(=O)NC1CCCCC1C (stereo unspecified)	-7	.	.	-1	.	0	8
O=C(C[C@H]1CC[C@@H]2[C@H](COC[C@H](O)CN2C(=O)c2cccnc2)O1)Nc1ccc(-c2ccccc2)cc1	8[16.7 µM]	0	1	6	-2	-4	-3
O=C1c2oc3ccc(F)cc3c(=O)c2C(c2ccc(F)cc2)N1CCCN1CCOCC1 (stereo unspecified)	-4	-2	4	1	1	-3	-4
C/C(=C\c1ccc(Br)cc1)C(=O)c1c(C)cc(C)[nH]c1=O	-10	16	2	13	4	6	-1
CO[C@H]1CN(C)C(=O)c2cc(NC(=O)C3CCC3)ccc2OC[C@@H](C)N(C(=O)CN(C)C)C[C@@H]1C	.	9	1	0	-2	6	7
Cc1cccc(OCCC(=O)NCC(=O)Nc2c(C)cccc2C)c1	.	-10	-7	.	0	.	.
Cc1cccc(NS(=O)(=O)c2ccc(C)c(C(=O)NCCCN3CCOCC3)c2)c1	11	3	1	-10	-2	3	-7
O=C(CCc1ccccc1)N=C1SC2CS(=O)(=O)CC2N1c1ccccc1F (stereo unspecified)	.	-8	4	.	-11	.	.
CCS(CC)=NS(=O)(=O)c1ccc(NC(C)=O)cc1	-7	-4	.	-4	.	123*	0

# The listing continues.
mol	miR122 inh	ARNT TACC3 PPI	SIRT5 block	esBAF inh	ERp5 inh	Cneo AK release	C2C12 statin
O=C1c2ccccc2NC(c2ccc(-c3cccs3)o2)N1O (stereo unspecified)	2	6	-8	67*	4	-2	8
O=C(O)/C=C/c1cn(-c2ccccc2)nc1-c1cccc([N+](=O)[O-])c1	7	-4	1	4	6	.	4
COc1ccc(CCC(C)NC2CCCCCCC2)cc1 (stereo unspecified)	5	-1	5	-2	-7	3	35
Cc1ccc(NC(=O)CN2CCOCC2)cc1C	-10	-7	-7	6	5	-2	9
CC(=O)Nc1ccc(C(=O)N2CCCC(c3cc(C(=O)NCc4ccccc4)no3)C2)cc1 (stereo unspecified)	-2	.	.	5	4	0	-4
O=C(COc1ccccc1)NC1CCSC1=O (stereo unspecified)	.	-2	-5	.	-2	.	.
C[C@@H]1CCCCO[C@@H](CN(C)S(=O)(=O)c2ccc(Cl)cc2)[C@H](C)CN([C@@H](C)CO)C(=O)c2cc(NC(=O)Nc3ccccc3)ccc2O1	-10[16.7 µM]	7	4	-1	0	-1	.
CCNC(=O)C[C@@H]1CC[C@@H]2[C@H](COc3ccc(NC(=O)c4ccc5c(c4)OCO5)cc3C(=O)N2C)O1	6[16.7 µM]	6	2	1	0	1	-3
COc1ccccc1C(=O)N1CCN(C2CCN(Cc3ccccc3)CC2)CC1	-4	-3	.	2	.	0	-2
OC[C@@H]1CN(Cc2ccc(F)cc2)C[C@H](n2cnc3c(NCc4ccc(F)cc4)ncnc32)O1	5	.	.	-1	1	2	1

# Next structures.
mol	miR122 inh	ARNT TACC3 PPI	SIRT5 block	esBAF inh	ERp5 inh	Cneo AK release	C2C12 statin
C/C(=N/NS(=O)(=O)c1ccc(C)cc1)c1ccc2c(c1)OCO2	-2	-2	0	-3	-8	1	37
CC1(CC(=O)N/N=C/c2cc(Br)c(O)cc2O)OCCO1	1	75*	.	8	.	16	0
Cc1cc(C(=O)N/N=C/c2c(C)[nH]c3ccccc23)n[nH]1	-1	0	2	.	-2	-1	.
CC(=O)c1c(C)[nH]c(C(=O)CN2C(=O)NC3(CCCCC3C)C2=O)c1C (stereo unspecified)	2	-10	1	1	16	-6	-3
Cc1ccc(/C=N/NC(=O)c2c(-c3ccccc3)noc2C)c(O)c1	6	47*	2	-70	2	-5	2
COc1ccc(OC)c(NC(=O)Nc2ccc(Cl)cc2)c1	7	27	.	9	.	1	-10
Cc1c(Cc2ccccc2)c(=O)oc2cc(OCC(=O)NC(Cc3ccc(Cl)cc3)C(=O)O)ccc12 (stereo unspecified)	-10	-2	-23	-4	-3	0	3
c1ccc(CN2CCC(Nc3ncnc4sccc34)CC2)cc1	.	-10	1	.	-5	.	.
C[C@@H]1CN([C@@H](C)CO)C(=O)c2cc(NC(=O)Nc3ccc4c(c3)OCO4)ccc2O[C@@H](C)CCCCO[C@H]1CN(C)C(=O)C1CCCCC1	-8[16.7 µM]	0	4	7	2	2	.
O=C(Cn1c2c(sc1=O)C1c3ccccc3OCC1CS2)Nc1ccc(Cl)c(Cl)c1 (stereo unspecified)	.	-1	2	.	4	.	.

# (next part)
mol	miR122 inh	ARNT TACC3 PPI	SIRT5 block	esBAF inh	ERp5 inh	Cneo AK release	C2C12 statin
O=C(CSc1nnc(-c2ccco2)n1Cc1ccco1)NCc1ccccc1	-7	-5	.	-4	.	-3	.
O=C(OC(C(=O)NCc1cccs1)c1ccccn1)c1cccs1 (stereo unspecified)	0	29	.	1	.	-1	13
CN(CC(=O)O)S(=O)(=O)c1ccc2c(c1)n(C)c(=O)c(=O)n2C	.	-8	1	.	-3	.	.
C[C@H](CO)N1C[C@H](C)[C@H](CN(C)C(=O)c2ccccc2)OCCCC[C@H](C)Oc2ccc(NC(=O)c3ccccc3)cc2C1=O	-12[16.7 µM]	-10	1	.	-4	-1	.
CCc1ccc(N(CC(=O)Nc2ccc(NC(C)=O)cc2)S(=O)(=O)c2ccccc2)cc1	.	-2	3	.	-1	.	.
COc1ccc(N2C(=O)/C(=C\c3ccco3)N=C2SCC(N)=O)cc1Cl	0	3	0	.	9	3	.
COC(=O)c1cn(S(=O)(=O)c2ccccc2)c2ccccc12	0	-7	0	5	2	-1	5
FC(F)(F)c1cc(-c2ccco2)nc(N2CCOCC2)n1	-3	-16	.	-6	.	1	37
Cc1ccc(S(=O)(=O)N(C)C[C@@H]2Oc3ccc(NC(=O)CCN4CCOCC4)cc3C(=O)N([C@H](C)CO)C[C@@H]2C)cc1	5[16.7 µM]	3	-2	6	4	0	6
COc1ccc(NC(=O)CSc2nc3ccsc3c(=O)n2CCCCCC(=O)O)cc1	-3	-1	-2	.	4	.	.

# The list continues.
mol	miR122 inh	ARNT TACC3 PPI	SIRT5 block	esBAF inh	ERp5 inh	Cneo AK release	C2C12 statin
COC(=O)c1ccc(C)c(NC(=O)CCNC(=O)c2ccc([N+](=O)[O-])cc2)c1	-7	-2	.	.	.	1	.
CC(C)C(=O)N=c1sc2cc(F)cc(F)c2n1C	5	0	17*	20	16	-1	1
CCn1c(SCC(=O)NCc2ccccc2)nnc1-c1cccnc1	1	.	.	-6	.	4	3
CCCCC(=O)NCc1ccc2c(c1)cc(C)n2C	4	-1	.	0	.	3	1
COc1ccccc1N1CCN(C(=O)C2CCN(S(=O)(=O)c3ccc(F)cc3)CC2)CC1	1	0	.	1	.	6	.
CS(=O)(=O)NCCSCc1ccco1	7	3	13	-7	-4	2	-23
COC(=O)CNC(=O)c1cn(-c2ccc(C)c(C)c2)c(=O)c2ccccc12	1	-1	6	0	4	-2	3
O=C(NC1CCN(c2ncccn2)CC1)c1ccccc1Cl	-3	9	0	-4	-1	1	0
COc1cccc(CNC(=O)c2ccccc2NC(=O)C2=C(C)OCCS2)c1OC	-7	.	-1	-4	2	1	3
CCN(CC(=O)Nc1ccccc1C(F)(F)F)C(=O)c1ccccc1OCc1ccc(F)cc1	-10	1	0	1	4	-3	-3

# The list goes on.
mol	miR122 inh	ARNT TACC3 PPI	SIRT5 block	esBAF inh	ERp5 inh	Cneo AK release	C2C12 statin
Cc1cc2ncn(S(=O)(=O)N3CCOCC3)c2cc1C	-2	-1	.	5	.	0	9
CCO[C@H]1OC(C(N)=O)=C[C@@H](c2coc3ccccc3c2=O)[C@@H]1CCCO	-10	-2	0	-1	3	2	10
CN1CCN(S(=O)(=O)c2ccc(Cl)c3ccccc23)CC1	12	-1	-6	-4	-11	0	17
C[C@H](CO)N1C[C@H](C)[C@@H](CN(C)Cc2ccc(O)cc2)OCc2cnnn2CCCC1=O	1	-1	0&-4	3&1&-3	-1&-5	2&-3	6&1&-8
CCOc1ccc(NS(=O)(=O)c2cc(C(=O)N3CCN(c4ccccc4O)CC3)ccc2Cl)cc1	7	1	3	-15	-1	5	10
COc1ccc(C(=O)C2CCCN(C(=O)c3csc(C(C)=O)c3)C2)c(C)c1 (stereo unspecified)	-12	1	-1	-3	-2	0	-11
COc1ccc(NC(=O)OC(C)C)cc1	2	3	.	16	.	.	0
Cc1c(Cl)c([N+](=O)[O-])nn1CC(=O)NC(C)C1CC2CCC1C2 (stereo unspecified)	3	-2	.	-1	.	0	2
Cc1cc(C)c(C#N)c(N2CCN(c3ccccc3)CC2)n1	2	-5	-4	-1	2	-9	-11
Cc1ccc([C@H]2C[C@@H](n3cc(-c4ccc(F)cc4)nn3)[C@H](O)CN2CC2CCCCC2)cc1	6	.	-1	12	-1	-2	10
COc1ccccc1CCC(=O)OCc1csc(CC(=O)Nc2ccccc2C)n1	.	-4	-5	.	6	21	.
O=c1ccn([C@@H]2O[C@H](CNCc3cccn3-c3ccncc3)[C@@H](O)[C@H]2O)c(=O)[nH]1	1	.	-8	-5	-2	-2	-1

# Among those listed so far, eight have fluorine.
mol	miR122 inh	ARNT TACC3 PPI	SIRT5 block	esBAF inh	ERp5 inh	Cneo AK release	C2C12 statin
O=C1c2oc3ccc(F)cc3c(=O)c2C(c2ccc(F)cc2)N1CCCN1CCOCC1 (stereo unspecified)	-4	-2	4	1	1	-3	-4
O=C(CCc1ccccc1)N=C1SC2CS(=O)(=O)CC2N1c1ccccc1F (stereo unspecified)	.	-8	4	.	-11	.	.
OC[C@@H]1CN(Cc2ccc(F)cc2)C[C@H](n2cnc3c(NCc4ccc(F)cc4)ncnc32)O1	5	.	.	-1	1	2	1
FC(F)(F)c1cc(-c2ccco2)nc(N2CCOCC2)n1	-3	-16	.	-6	.	1	37
CC(C)C(=O)N=c1sc2cc(F)cc(F)c2n1C	5	0	17*	20	16	-1	1
COc1ccccc1N1CCN(C(=O)C2CCN(S(=O)(=O)c3ccc(F)cc3)CC2)CC1	1	0	.	1	.	6	.
CCN(CC(=O)Nc1ccccc1C(F)(F)F)C(=O)c1ccccc1OCc1ccc(F)cc1	-10	1	0	1	4	-3	-3
Cc1ccc([C@H]2C[C@@H](n3cc(-c4ccc(F)cc4)nn3)[C@H](O)CN2CC2CCCCC2)cc1	6	.	-1	12	-1	-2	10
